Screening results from PubChem BioAssay.
D1 agonist: Allosteric Agonists of the Human D1 Dopamine Receptor: qHTS. activation, % at 2 µM. AID 504660, 2011. HEK293 T-REx D1 cells, calcium flux, agonist mode. D(1A) dopamine receptor (Homo sapiens), P21728. actives 1% (n = 360,000); in the data active = activation above about 30%; also: 0% is about no effect
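Inducible HEK293 T-REx D1 cells, force-coupled to calcium signalling, were plated at 4000 cells/well with tetracycline and held overnight at 30 C. After no-wash calcium dye loading, compound-evoked calcium rise over 180 s flagged agonists.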
D2 PAM: HTS Assay for Positive Allosteric Modulators of the Human D2 Dopamine Receptor: Primary Screen for Potentiators. potentiation, % at 10 µM. actives 0.34% (n = 340,000). AID 485347, 2010. D(2) dopamine receptor (Homo sapiens), P14416. HEK293 T-REx D2, calcium flux, EC20 dopamine potentiation;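 active = potentiation over 3 SD above the plate norm, cut at about 30% in these data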; also: 0% is about no effect
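Potentiation of an EC20 dopamine calcium response is measured in a force-coupled, tetracycline-inducible Hek293 Trex D2 line. Compound-only kinetic reads over 180 s flag agonists before dopamine addition.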
RXFP1 antagonist: qHTS Assay for Antagonists of the Relaxin Receptor RXFP1; HEK293-RXFP1, relaxin-stimulated cAMP HTRF, 30 min; hits give low values; Relaxin receptor 1 (Homo sapiens), Q9HBX9; activity change, negative = inhibition, % at 57.5 µM; AID 1259400, 2018; actives 0.59% (n = 350,000);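 active = activity change of -60% or lower, but not beyond a set lower limit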; also: % is scaled to controls: 0 for no effect and ±100 for the full control effect
Target sequence (Q9HBX9 whole entry, looked up): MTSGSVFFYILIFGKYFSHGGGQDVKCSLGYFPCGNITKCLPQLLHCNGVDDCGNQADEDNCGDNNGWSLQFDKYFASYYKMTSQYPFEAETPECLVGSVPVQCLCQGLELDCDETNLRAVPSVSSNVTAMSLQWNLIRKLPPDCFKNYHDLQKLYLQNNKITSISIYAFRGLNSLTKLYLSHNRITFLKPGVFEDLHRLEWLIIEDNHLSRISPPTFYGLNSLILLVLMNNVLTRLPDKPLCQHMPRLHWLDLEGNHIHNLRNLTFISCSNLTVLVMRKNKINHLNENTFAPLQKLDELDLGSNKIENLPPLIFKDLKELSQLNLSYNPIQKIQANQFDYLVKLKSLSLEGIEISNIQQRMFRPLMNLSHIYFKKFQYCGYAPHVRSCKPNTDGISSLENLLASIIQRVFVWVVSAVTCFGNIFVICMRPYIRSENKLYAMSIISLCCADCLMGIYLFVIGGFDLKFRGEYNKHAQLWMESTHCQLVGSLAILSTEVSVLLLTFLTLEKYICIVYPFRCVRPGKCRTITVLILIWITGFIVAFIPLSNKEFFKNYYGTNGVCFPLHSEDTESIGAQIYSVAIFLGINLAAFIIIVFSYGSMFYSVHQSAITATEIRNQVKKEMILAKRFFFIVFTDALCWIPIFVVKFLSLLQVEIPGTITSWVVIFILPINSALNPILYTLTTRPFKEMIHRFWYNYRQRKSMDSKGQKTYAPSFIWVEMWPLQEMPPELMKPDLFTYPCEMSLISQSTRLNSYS
D1 antagonist: Antagonist of Human D 1 Dopamine Receptor: qHTS; actives 3.2% (n = 360,000); HEK293 TREx D1 cells, calcium flux, dopamine EC80; hits give low values; D(1A) dopamine receptor (Homo sapiens), P21728; activity change, negative = inhibition, % at 10 µM; in the data active = activity change below about -30%; also: % is scaled to controls: 0 for no effect and ±100 for the full control effect
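Compound effects on dopamine-evoked calcium signalling were measured in tetracycline-induced HEK293 Trex D1 cells. Dopamine at EC80 followed a 180 s compound pre-read, and fluorescence was tracked kinetically for 180 s more.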
D2 ag: HTS Assay for Allosteric Agonists of the Human D2 Dopamine Receptor: Primary Screen for Agonists | D(2) dopamine receptor (Homo sapiens), P14416 | HEK293 T-REx D2 cells, calcium flux agonist mode | activation, % at 2 µM | actives 0.53% (n = 340,000) | AID 485358, 2010;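 active = activation over 3 SD above normal in the single-dose calcium agonist read, cut at about 30% in these data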; also: 0% is about no effect
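In this primary screen, compounds producing a positive calcium signal within 180 s of addition to tetracycline-induced, force-coupled HEK293 Trex D2 cells are flagged; cells are dye-loaded with a no-wash calcium kit beforehand.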
TRHR enhancer: qHTS for Small Molecule Agonists and Allosteric Enhancers of Human TRH Receptor: Primary Screen for Enhancers; Thyrotropin-releasing hormone receptor (Homo sapiens), P34981; TRHR cells, fluo-8 calcium fluorescence, EC20 TRH enhancement; enhancement, % at 2 µM; actives 0.66% (n = 360,000); AID 493056, 2011; in the data active = enhancement above about 30%; also: 0% is about no effect
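TRHR-expressing cells loaded with fluo-8 calcium dye were read kinetically (ex 480/em 530) during compound addition, then stimulated with an EC20 of TRH (10 nM final). Enhancement of the Gq-mediated intracellular calcium response was scored.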
D2 antag: HTS Assay for Allosteric Antagonists of the Human D2 Dopamine Receptor: Primary Screen for Antagonists | HEK293 TREx D2 cells, calcium flux, dopamine EC80 | D(2) dopamine receptor (Homo sapiens), P14416 | inhibition, % at 10 µM | actives 2% (n = 340,000); in the data active = inhibition above about 30%; also: 0% is about no effect
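Calcium flux kinetic readout in an inducible HEK293 TREx D2 line plated overnight at 30 C. After 180 s compound exposure, an EC80 dopamine challenge follows with another 180 s kinetic read to detect antagonism.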
D1 PAM: Potentiators of Human D1 Dopamine Receptor: qHTS; HEK293 TREx D1 cells, calcium flux, dopamine EC20 potentiation; potentiation, % at 10 µM; actives 0.036% (n = 360,000); in the data active = potentiation above about 30%; also: 0% is about no effect
RXFP1 ag: qHTS Assay for Agonists of the Relaxin Receptor RXFP1; actives 0.3% (n = 370,000); HEK293T-RXFP1 cAMP TR-FRET, 30 min; response scale: percent of porcine relaxin response, buffer zero; Potency, µM (series often up to 57.5 µM), for the others: top-dose activation, usual class: activators; Relaxin receptor 1 (Homo sapiens), Q9HBX9; active = well fitted activation curve with a large enough effect; also: potency is read from the fitted curve at half-maximal effect; % is scaled to controls: 0 for no effect and ±100 for the full control effect; nearly all actives have a fitted effect of over 60% in size; many of its hits are not listed in these tables
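HEK293 cells stably expressing RXFP1, treated 30 min at 37C with compounds plus PDE4 inhibitor Ro 20174; cAMP measured by HTRF TR-FRET. Normalized to buffer and 29 nM porcine relaxin; EC50 by Hill fit.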
Numbers without * were called inactive; / = no result given. Only part of the results is shown; count on the stated rates, not on these rows.

SMILES | D1 agonist | D2 PAM | RXFP1 antagonist | D1 antagonist | D2 ag | TRHR enhancer | D2 antag | D1 PAM | RXFP1 ag
CCOc1ccc(NC(=O)CCS(=O)(=O)c2cc3c4c(c2)CCN4C(=O)CC3)cc1 | 1.4 | 10.1 | / | 11.2 | 0.2 | 0.2 | / | -1.9 | 0.6%
CCOc1ccc(-n2c(=O)c3c4c(sc3n(CC(=O)NC(C)CC)c2=O)CCC4)cc1 (stereo not drawn) | 5.9 | -5.4 | -3.0 | -3.5 | -0.2 | 7.3 | / | -1.8 | 4.0%
CN(C)CCNc1ncnc2ccccc12 | 3.6 | 7.2 | -6.7 | -11.2 | -0.2 | -2.6 | 6.2 | 1.1 | 3.6%
CCOc1ccccc1CN1CCNC(=O)C1CC(=O)NCc1cc(C)n(C)n1 (stereo not drawn) | 2.7 | 11.3 | -4.9 | 7.1 | -1.1 | -4.3 | -14.4 | -0.6 | 0.4%
Cc1noc(C)c1COc1ccccc1C(=O)N1CCN(S(=O)(=O)c2ccccc2C(F)(F)F)CC1 | 0.9 | -2.5 | -13.9 | -13.2 | -0.7 | -1.1 | 0.7 | -9.3 | 1.2%
Cn1c(SCC(=O)Nc2cccc(F)c2)nc2c([nH]c3ccccc32)c1=O | 0.6 | 1.2 | 5.9 | 7.5 | 0.5 | -1.4 | -5.3 | -1.4 | 13.1%
N#CC1=C(N)Oc2cc(O)ccc2C1c1ccncc1 (stereo not drawn) | 5.3 | 8.9 | 10.1 | 3.5 | 1.1 | 2.0 | 10.6 | 1.9 | 1.2%
CCCn1c(N)c(C(=O)CN(C)CC(=O)Nc2ccc(C)cc2)c(=O)[nH]c1=O | 3.2 | -2.0 | -10.8 | -10.1 | 0.0 | -2.2 | -2.2 | 0.2 | 0.3%
O=C(Oc1ccc(C(=S)N2CCOCC2)cc1)c1ccc([N+](=O)[O-])cc1 | 6.3 | 5.2 | 7.2 | -15.9 | 0.0 | -5.6 | -16.6 | -14.2 | -1.9%
CC(=O)Nc1ccc(S(=O)(=O)NCC(=O)OCc2ccccc2)cc1 | -0.5 | -11.4 | / | -3.8 | -0.6 | -2.5 | -0.9 | -0.1 | 0.0%
O=C1CC(N(Cc2ccco2)C(=O)Nc2ccc(F)cc2)C(=O)N1c1ccc(F)cc1 (stereo not drawn) | 2.3 | 5.0 | -3.5 | 1.0 | -0.6 | 2.9 | -20.3 | -6.8 | 2.3%
CC1(OC(=O)CCc2ccccc2)C(=O)C=C2C=C(c3ccc(C#N)cc3)N(Cc3ccccc3)C=C2C1=O (stereo not drawn) | 2.1 | -16.8 | / | -2.6 | 0.2 | -6.8 | 24.8 | -3.6 | -1.1%
COc1ccc(C)cc1NC(=O)c1c2c(nc3ccccc13)C(=O)N(C1CCCCC1)C2 | -0.9 | 4.2 | 0.9 | 8.2 | 1.2 | -2.7 | / | -2.5 | 1.0%
O=C(Nc1nnc(-c2ccccc2)o1)c1cccc(N2C(=O)CCC2=O)c1 | -2.0 | 12.4 | 6.7 | -6.3 | 0.2 | -4.8 | -13.9 | -13.6 | 2.6%
O=C(NCCc1ccccc1F)C1CCCN1S(=O)(=O)c1ccc2ccccc2c1 (stereo not drawn) | 40.8* | -7.2 | 13.7 | -52.9* | -0.1 | -0.8 | 5.7 | -15.3 | 0.7%
O=C(Nc1cc(SCC(O)CO)cc([N+](=O)[O-])c1)c1ccc(-n2cnnn2)cc1 (stereo not drawn) | 4.0 | -0.8 | -6.2 | 5.3 | 0.7 | 2.6 | 2.8 | 6.7 | 1.5%
CCOC(=O)c1c(C)c(C(=O)N(C)C2CCCCC2)c(C)n1C | 0.9 | 1.4 | -26.9 | 1.9 | -0.3 | 12.9 | 3.1 | 7.5 | 0.0%
CCCCCSc1nc2c(cnn2-c2ccc(F)cc2)c(=O)[nH]1 | 1.4 | 4.5 | -1.1 | -13.5 | 0.4 | 0.2 | 4.0 | -3.9 | -0.8%
COc1ccc(CCN2C(=O)CC(NNC(=O)c3ccccc3Br)C2=O)cc1OC (stereo not drawn) | 0.5 | 4.1 | -5.5 | 2.4 | 0.8 | -3.4 | -2.6 | -3.2 | 0.6%
COc1cc2[nH]c(=S)n(NC(=O)CC(C)C)c(=O)c2cc1OC | 2.2 | 0.5 | 0.9 | 6.0 | 0.2 | 6.8 | 21.3 | -5.2 | 7.7%
Cc1cc(=O)[nH]c(SCCOc2ccc(OC(C)C)cc2)n1 | 2.5 | 4.8 | -4.6 | 5.0 | 0.4 | 4.6 | -1.3 | 2.8 | 0.6%
O=C(CN1C(=O)COc2ccccc21)c1cccc(Cl)c1 | 1.1 | -7.0 | 2.7 | 11.8 | -0.6 | -5.7 | -0.2 | -0.5 | 0.5%
OCc1ccc(OCCCOc2cccc3cccnc23)cc1 | 3.8 | 0.3 | 7.0 | -4.2 | -0.2 | -4.1 | 12.2 | -3.7 | 3.4%
O=C(NOC(=O)c1c(F)cccc1Cl)c1ccc(Cl)c(Cl)c1 | 12.0 | -1.8 | 5.0 | -13.8 | 0.6 | -9.0 | -23.8 | -7.7 | 1.6%

Compound profiles (already shown). Values in the order: D1 agonist	D2 PAM	RXFP1 antagonist	D1 antagonist	D2 ag	TRHR enhancer	D2 antag	D1 PAM	RXFP1 ag
CCOC(=O)c1c(C)c(C(=O)N(C)C2CCCCC2)c(C)n1C is entered as 0.9	1.4	-26.9	1.9	-0.3	12.9	3.1	7.5	0.0%
COc1ccc(C)cc1NC(=O)c1c2c(nc3ccccc13)C(=O)N(C1CCCCC1)C2 is entered as -0.9	4.2	0.9	8.2	1.2	-2.7	/	-2.5	1.0%
O=C(CN1C(=O)COc2ccccc21)c1cccc(Cl)c1 is entered as 1.1	-7.0	2.7	11.8	-0.6	-5.7	-0.2	-0.5	0.5%
Cc1cc(=O)[nH]c(SCCOc2ccc(OC(C)C)cc2)n1 is entered as 2.5	4.8	-4.6	5.0	0.4	4.6	-1.3	2.8	0.6%

Going on with the list.
SMILES | D1 agonist | D2 PAM | RXFP1 antagonist | D1 antagonist | D2 ag | TRHR enhancer | D2 antag | D1 PAM | RXFP1 ag
Cc1ccccc1NC(=O)COc1ccc2c(c1)OC(C)(C)CC2=O | 4.2 | 7.7 | -2.0 | -1.4 | -1.0 | -3.4 | 15.7 | -1.6 | -0.4%
CCN(CC)C(=O)Cc1c(OC)ccc2cc(Br)ccc12 | 0.0 | -6.3 | 1.0 | 9.3 | 9.3 | -11.4 | 5.7 | -7.5 | 17.1%
COc1ccccc1-c1ncnn1-c1sc2c(c1C#N)CCCCC2 | -0.6 | -0.6 | -5.3 | -1.8 | / | 3.2 | / | 1.5 | -2.7%
CCc1nnc(NC(=O)CN2C(=O)c3ccccc3C2=O)s1 | 1.1 | -1.3 | 9.6 | -24.1 | 0.4 | -7.3 | 2.2 | -0.6 | -0.5%
O=C(c1ccc(F)cc1F)N1CCCN(c2nc(-c3ccccc3)ns2)CC1 | 7.6 | 3.0 | 5.2 | -24.9 | 0.0 | -1.7 | 2.1 | -8.4 | 1.4%
COc1ccc(N2CC(C(=O)N(C)CC(=O)Nc3ccc(Cl)c(C(F)(F)F)c3)CC2=O)c(OC)c1 (stereo not drawn) | 10.2 | -2.5 | -7.4 | 10.4 | -0.1 | 11.1 | -8.6 | -8.5 | 0.8%
CCOC(=O)c1cnc2c(C)cc(Cl)cc2c1NCCCN1CCOCC1 | 3.6 | 2.7 | 0.7 | -35.0* | -0.1 | 3.5 | -12.6 | 5.2 | 3.1%
CCOc1ccc2[nH]c3c(c2c1)CNCC3 | 4.4 | 4.9 | -1.0 | -0.5 | -1.1 | -4.1 | -7.5 | -0.6 | -2.0%
Cc1ccc(/C=N/NC(=O)c2ccc(Br)o2)s1 | 1.0 | 7.5 | -0.3 | -5.7 | -0.1 | 0.4 | -3.3 | -3.9 | 0.0%
CCCN(CC(=O)Nc1ccccc1OC)C(=O)CCNC(=O)c1ccccc1OC | 1.4 | 10.4 | -11.7 | -0.4 | -0.6 | 3.8 | 1.3 | 3.0 | 1.3%
O=C(Cn1c(=O)oc2ccccc21)NC(=O)NCc1ccco1 | 5.1 | 12.1 | -4.7 | 0.1 | -0.2 | 0.3 | -0.4 | 3.0 | -0.2%
O=C1c2ccccc2C(=O)N1CC(O)COCc1ccccc1 (stereo not drawn) | 0.0 | 0.7 | -11.4 | -11.5 | 0.2 | -4.5 | 14.8 | -1.2 | 0.4%
CCOC(=O)CSc1ccc(C(=O)NCCCN2CCOCC2)cc1[N+](=O)[O-] | 0.1 | 2.3 | 9.4 | -6.4 | 0.3 | 0.2 | 5.0 | -4.5 | -0.4%
Cc1nccn1CCOc1ccccc1Cl | 7.2 | 8.1 | 2.3 | -34.5* | -1.1 | -5.3 | -4.0 | -7.4 | 2.4%
COc1ccc2c(C)c(CCC(=O)NCCc3ccccc3OC)c(=O)oc2c1 | -2.2 | 0.1 | -10.3 | -11.3 | 2.0 | 5.9 | / | 3.0 | -0.9%
CCOC(=O)c1c(C)[nH]c(C(=O)COC(=O)c2cc(C)oc2C)c1C | 16.7 | -14.0 | -9.4 | 10.2 | 0.3 | -0.9 | 16.4 | -0.3 | 0.9%
C[C@H]1CN=C(Nc2ccccc2)N1CC1CCC1 | -0.3 | 5.0 | / | 6.3 | 0.0 | 12.1 | 5.1 | -1.6 | -0.6%
CN(C)S(=O)(=O)c1ccc(C(=O)Nc2cccc(C(=O)O)c2)cc1 | 0.4 | -4.4 | -8.0 | 9.2 | 0.1 | 7.3 | -12.3 | -1.4 | 1.8%
Fc1ccc(CNc2ncnc3c2cnn3-c2ccccc2)cc1 | 4.5 | 10.8 | -12.4 | -7.0 | 0.2 | 0.1 | 6.2 | -9.4 | 6.5%
CC(=O)Oc1cccc(N2C(=O)CC(Nc3ccc(N4CCOCC4)cc3)C2=O)c1 (stereo not drawn) | -2.9 | 8.8 | -22.3 | 9.2 | -0.4 | 3.5 | -20.0 | -1.1 | -0.8%
O=C1CCCC(O)=C1N=Nc1ccc2ncsc2c1 | 3.5 | 5.8 | 0.7 | 5.6 | 0.8 | -0.8 | 0.5 | 1.1 | -0.8%
O=C1C=C(c2cccc(Cl)c2O)C[C@@H](c2ccc3c(c2)OCO3)C1 | 3.7 | 9.9 | / | 13.2 | 0.2 | 10.8 | 2.7 | 8.0 | -2.5%
